# TCR act: T cell receptor activation. primary human leukocytes, anti-CD3, IL-2 HTRF, 48 h. Potency, µM (top dose mostly 9.22 µM), for inactives: at the top dose activation of IL-2 secretion, actives largely listed as activators. 330,000 tested, under 10 active. AID 504894; also: % of control where 0% means no effect
#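 1) Mix primary human leukocytes, a-CD3 beads and compound. 2) Incubate 48 hr. 3) Add HTRF IL-2 reagents (a-IL-2-K, a-IL-2-d2).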
# FBPA coupling cs: counter-screen for Giardia aldolase inhibitors: coupling enzyme system; 290,000 tested, 0.67% active; activity change, negative = inhibition, % at 58.2 µM, hits read low; coupling enzyme system counterscreen, AmpLite Red fluorescence; in the data active = activity change below about -30%; also: % is scaled to controls: 0 for no effect and ±100 for the full control effect
#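 First, compound is pin-transferred into glyceraldehyde-3-phosphate coupling-enzyme reagent at 57.5 uM final and held 10 min at RT. Next, substrate, coupling system and AmpLite Red are added. After 20 min RT, fluorescence (525/598 nm) is read.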
# GALK inhibitor: inhibitors of human galactokinase | 270,000 tested, 0.007% active | Purified GALK, Kinase-Glo residual ATP luminescence | P51570 | Potency, µM (doses to about 57.5 µM), inactives show at the highest dose activity change, negative = inhibition, actives largely listed as inhibitors | AID 1868; also: potency is read from the fitted curve at half-maximal effect; % is scaled to controls: 0 for no effect and ±100 for the full control effect
# Target sequence (P51570 whole entry, looked up): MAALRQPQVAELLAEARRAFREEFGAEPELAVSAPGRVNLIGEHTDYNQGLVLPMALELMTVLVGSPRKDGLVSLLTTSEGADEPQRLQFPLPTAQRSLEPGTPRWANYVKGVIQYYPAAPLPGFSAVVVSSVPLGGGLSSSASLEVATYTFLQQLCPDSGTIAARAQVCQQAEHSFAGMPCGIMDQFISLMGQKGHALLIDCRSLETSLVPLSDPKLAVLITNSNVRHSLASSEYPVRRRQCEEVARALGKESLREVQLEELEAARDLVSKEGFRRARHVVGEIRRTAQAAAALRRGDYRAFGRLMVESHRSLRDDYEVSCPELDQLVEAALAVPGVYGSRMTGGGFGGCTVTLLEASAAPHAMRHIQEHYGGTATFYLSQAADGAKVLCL
#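 GALK at 5 nM final was combined with compound, 35 uM ATP and 100 uM galactose in HEPES pH8.0 with MgCl2 and DTT. The reaction ran one hour at room temperature before luminescent ATP detection.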
# TSHR antag: human thyrotropin receptor antagonism | P16473 | TSHR-expressing cells, TSH-stimulated cAMP HTRF, 2 h; hits give low values | activity change, negative = inhibition, % at 11.5 µM | 330,000 tested, 0.2% active | AID 504810;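 active = activity change below a set negative limit, meaning inhibition stronger than a set level, cut at about -70% in these data; inconclusive = activity change between two set negative limits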; also: % is scaled to controls: 0 for no effect and ±100 for the full control effect
#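 TSHR-expressing cells, 200/well, pre-treated with compound, then stimulated with EC80 TSH (4nM final) for 2 hours at 37 deg C. cAMP measured by competitive HTRF: anti-cAMP cryptate antibody in lysis buffer plus cAMP-d2, read after 30 minutes at room temperature.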
# Chronic BCR inh: blocks chronic active B-cell receptor signaling. Potency, µM (top dose mostly 46.1 µM), for inactives: top-dose ratio change, negative = lower green/red ratio, usual class: inhibitors. 340,000 tested, 0.05% active. ABC-DLBCL IkBa-CBG/CBR reporter, luminescence ratio, 4 h; active = well fitted inhibition curve with a large enough effect in the signal ratio, with a control signal flat, not every such curve was filed as active; inconclusive = small, poorly fitted or top-dose-only effect, or effect the other way, or a change in a side signal; the % refers to the signal ratio;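 also: potency is read from the fitted curve at half-maximal effect; plate controls were basal doxycycline-induced cells for no effect and cells given 10 µM MG132 for full effect; MG132 reads +100%, hits lower the ratio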
#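 TMD8 human ABC-DLBCL cells with doxycycline-inducible IκBα–green luciferase fusion and unfused red luciferase, in 0.5% FBS medium; compounds up to 46 uM, 4 h at 37C. Green/red luminescence ratio, filter-overlap corrected, fitted to concentration-response curves.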
# Tb PFK block: T. brucei PFK enzyme inhibition | O15648 | T. brucei PFK, ADP-Glo luminescence | Potency, µM (top dose mostly 57.5 µM), for the others: at the highest dose activity, negative = inhibition, actives largely listed as inhibitors | 330,000 tested, 0.17% active;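 also: potency is read from the fitted curve at half-maximal effect; 0% = uninhibited 1x PFK enzyme wells and -100% = no-enzyme wells; nearly all actives have a fitted effect of over 60% in size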
# Target sequence (O15648 whole entry, looked up): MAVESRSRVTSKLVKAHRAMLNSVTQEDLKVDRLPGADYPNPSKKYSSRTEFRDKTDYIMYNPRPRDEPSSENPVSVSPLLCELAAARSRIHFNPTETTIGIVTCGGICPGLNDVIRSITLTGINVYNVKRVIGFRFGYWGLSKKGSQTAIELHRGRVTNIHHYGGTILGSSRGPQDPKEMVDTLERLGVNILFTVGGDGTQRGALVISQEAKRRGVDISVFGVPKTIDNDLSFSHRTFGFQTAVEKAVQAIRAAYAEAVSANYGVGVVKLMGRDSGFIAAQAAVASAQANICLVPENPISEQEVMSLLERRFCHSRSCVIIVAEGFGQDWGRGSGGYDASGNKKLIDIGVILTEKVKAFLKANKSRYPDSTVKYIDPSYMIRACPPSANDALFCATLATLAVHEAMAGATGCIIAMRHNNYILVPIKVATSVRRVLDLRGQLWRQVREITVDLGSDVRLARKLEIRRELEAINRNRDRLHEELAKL
#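 Activity is normalized to no-enzyme wells (full inhibition) and 1.25 nM enzyme wells (no inhibition). Reaction: 0.5 mM F6P, 0.1 mM ATP, 45 min RT, ADP-Glo luminescence; concentration-response curves fitted and classed by quality.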
# MLL CXXC-DNA inh: blocks binding of human MLL CXXC domain to DNA; Q03164; 290,000 tested, 0.037% active; Potency, µM (series often up to 115 µM), for the others: at the top dose activity change, negative = inhibition, actives largely listed as inhibitors; AID 2662; MLL-CXXC / FITC-HOXA9 DNA fluorescence polarization; active = well fitted inhibition curve with a large enough effect in the polarisation, with a control signal flat, not every such curve was filed as active; inconclusive = small, poorly fitted or top-dose-only effect, or effect the other way, or a change in a side signal; inactive = no such curve, though single readings can be large or run the other way; the % refers to the polarisation; also: potency is read from the fitted curve at half-maximal effect
#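 Purified MLL-CXXC (added from a 7 uM solution) was preincubated 5 min at ambient with pinned compounds in 50 mM Tris-HCl pH 7.5, 50 mM NaCl, 1 mM DTT, 0.05% BSA. Fluorescein-labeled HOX-A9 DNA (50 nM solution) followed, 30 min, then polarization read.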
# Giardia kill: Giardia lamblia killing. Giardia lamblia trophozoite viability. activity change, % at 7.66 µM, hits read low. 340,000 tested, 0.15% active. AID 540267; in the data active = activity change below about -80%; inconclusive = between about -30% and that limit;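 also: parasites exposed to compound for two days anaerobically before the ATP read; % is scaled to controls: 0 for no effect and ±100 for the full control effect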
#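 Media and compound were dispensed first, then trophozoites at 100 cells/well; plates sat 48 hrs at 37 deg C without oxygen before ATP luminescence reagent was added and read after 15-30 min at room temperature.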
# A-T KAP1 phos: candidate therapy for ataxia-telangiectasia; Potency, µM (titrated, usually from 57.5 µM), for the others: at the highest dose activation, usual class: activators; […] A-T fibroblasts, KAP-1 phosphorylation AlphaLISA; neocarzinostatin DNA damage 30 min before lysis; AID 485349; 320,000 tested, 0.19% active; also: potency is read from the fitted curve at half-maximal effect; % of control where 0% means no effect; nearly all actives have a fitted effect of over 45% in size
#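 hTERT-immortalized A-T patient fibroblasts ([…]), 500 cells/well in OPTI-MEM, 1% FBS, got compounds for 60 min, then NCS for 30 min at 37C. Lysates were then assayed for phospho-KAP-1 by AlphaLISA (anti-pKAP1 donor, anti-KAP1 acceptor beads), 6 hr at 25C.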
# hERG WT inh: KCNH2 (human, wildtype) channel inhibition | activity change, % at 1.84 µM | 340,000 tested, 0.37% active | U2OS, BacMam KCNH2, thallium flux FluxOr; hits give low values | Q12809;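 active = maximum activity change below -70%; inconclusive = maximum activity change between -70% and -50%; inactive = maximum activity change above -50%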; also: % is scaled to controls: 0 for no effect and ±100 for the full control effect
#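 U2OS cells were transduced with wild-type KCNH2 virus (2.03 x 10^8 / mL) for 4 h at room temperature, then cultured overnight at 37 C. Thallium flux was read with FluxOr dye. Rate constants were normalized to DMSO controls.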
# An asterisk follows results filed as active; ? = inconclusive; . = no result given; [ ] = dose if it differs, or a comment. Unless noted, calls follow the shape of the dose curve; as a rule, active = well fitted curve in the direction sought with a large enough effect; inconclusive = small, poorly fitted or top-dose-only effect, or another doubt; inactive = no such curve, though single readings can be large; an effect the other way counts as inactive or inconclusive.
SMILES,TCR act,FBPA coupling cs,GALK inhibitor,TSHR antag,Chronic BCR inh,Tb PFK block,MLL CXXC-DNA inh,Giardia kill,A-T KAP1 phos,hERG WT inh
Cc1nc2ccc(C(=O)N3CCCC(CO)(Cc4ccc(F)cc4F)C3)cc2nc1C (stereo not drawn),-3%,.,5%,17,?,-3%,-11%,-3,-1%,-27
O=C(O)/C=C/c1ccc(S(=O)(=O)Nc2cccnc2)cc1,-2%,4,5%,-4,3%,3%,-14%,0,2%,-2
COc1ccc(S(=O)(=O)N2CCN(Cc3ccccc3)CC2)cc1,4%,-1,3%,-2,-3%,-2%,-9%,-1,0%,1
Cc1ccc(/C=N/NC(=O)CNC(=O)c2ccc(S(=O)(=O)N(C)C)cc2)cc1,5%,-1,7%,5,1%,-6%,4%,?,3%,-2
CC(=O)Nc1cccc(OCC(O)Cn2c(C)nc3ccccc32)c1 (stereo not drawn),1%[46.1 µM],1,-3%,-13,-1%,1%,7%,-8,.,-11
CC(Oc1ccc(C(=O)c2ccccc2)cc1)C(=O)Nc1ccc(S(N)(=O)=O)cc1 (stereo not drawn),-4%[46.1 µM],0,4%,-5,-3%,0%,-1%,25,1%,13
Cc1cc(NS(=O)(=O)c2ccccc2)no1,-1%,4,2%,13,-4%,-2%,-3%,10,-7%,9
O=C(Nc1ccc(Cl)c(Cl)c1)c1ccc2c(c1)OCO2,3%,-3,1%,9,?,-24%,1%,-1,15%,1
Cc1cc(=O)[nH]c2c(C)cc(S(=O)(=O)NCc3ccccc3)cc12,-3%,-1,-2%,-5,5%,-4%,15%,-30,-1%,-10
CN(CC(=O)Nc1cccc(F)c1)CC(=O)N1CCc2ccccc21,5%,.,.,8,-25%,0%,.,17,-6%,2
CSc1cccc(NC(=O)c2nnn(Cc3ccccc3)c2N)c1,-2%,-4,-2%,-5,-19%,1%[0.46 µM],-2%,5,-2%,-13
C=CCn1c(-c2cc(OC)cc(OC)c2)n[nH]c1=S,-8%,3,2%,-6,-1%,3%,18%,14,-4%,0
Cc1ccc(C(=O)N/C(=C\c2cccc([N+](=O)[O-])c2)C(=O)NC(Cc2ccccc2)C(=O)O)cc1 (stereo not drawn),5%,.,-3%,0,4%,0%,25%,-18,4%,8
Cc1noc(C)c1COC(=O)COc1cccc2c1OC(C)(C)C2,-10%,0,3%,-3,-3%,4%,-1%,7,3%,2
COc1ccc(C(CNC(=O)c2ccc(Cl)c(S(=O)(=O)N3CCCC3)c2)N2CCCC2)cc1 (stereo not drawn),4%,.,.,-4,1%,-1%,.,19,-3%,20
O=C(c1ccc(OCC2CCCO2)cc1)N1CCc2ccccc2C1 (stereo not drawn),1%,1,-2%,-7,-1%,2%,14%,-12,14%,-1
COC(=O)[C@]1(Cc2ccccc2)N[C@H](CN(C)C(=O)c2ccccc2)[C@@H]2C(=O)N(Cc3ccccc3)C(=O)[C@@H]21,-8%,.,.,-7,0%,-2%,.,3,0%,-1
CCn1c(COc2ccccc2C)nnc1SCC(=O)CC(=O)Nc1ccccc1,-8%,4,2%,-8,-1%,1%,2%,6,8%,-2
Cc1ccc(-c2nnc(SCC(=O)N3CC(C)CC(C)C3)o2)cc1C (stereo not drawn),13%[46.1 µM],1,-2%,-5,4%,-1%,-13%,-23,-1%,1
CSc1ccc(-c2nc(CN(C)C3CCOC3)c(C)o2)cc1 (stereo not drawn),2%,0,1%,-8,?,2%,1%,-20,0%,-1
CCC(C)C(=O)Nc1ccc([N+](=O)[O-])cc1OC (stereo not drawn),.,1,1%,-8,?,4%,4%,-10,-4%,1
CC(=O)NS(=O)(=O)c1ccc(NC(=O)CCC(=O)Oc2ccc(C)cc2)cc1,2%,0,.,8,0%,0%,3%,-11,-2%,6
C=CCC1(N(C(C)=O)c2ccccc2C)CCCCC1,1%,-1,9%,-11,?,-6%,4%,-5,4%,-7
CCOC(=O)c1nnn(-c2nc(N3CCCC3)nc(N3CCCC3)n2)c1-c1ccccc1,-4%,0,-3%,-7,8%,-7%,2%,0,-1%,-26
COc1ccc(NC(=O)CS(=O)c2ccc(Br)cc2)cc1 (stereo not drawn),2%,.,-3%,-1,0%,-1%,-6%,6,1%,6
CCCCC(=O)Nc1nc(C)c(-c2csc(Nc3cc(OC)ccc3OC)n2)s1,11%,2,2%,-8,-14%,2%,1%,0,10%,-27
Clc1ccc(-c2nn3c(C4COc5ccccc5O4)nnc3s2)cc1 (stereo not drawn),1%,1,0%,5,?,-2%,2%,-21,.,7
COc1ccc(/C=N/NC(=O)CCc2c(C)n[nH]c2C)cc1O,-3%,-6,4%,1,?,1%,2%,2,.,-5
C=CCN1C(c2ccccc2)=CS/C1=C(/C#N)c1nnc(N2CCOCC2)n1-c1ccccc1,6%[46.1 µM],1,-2%,-4,9%,2%,-4%,-24,-8%,.
CCOc1ccc2oc(-c3ccccc3)c(C(=O)O)c2c1,1%,3,-1%,-9,?,25%,5%,11,-2%,-4
Cc1cc(=O)oc2c(C)c(OC(C)C(=O)NCc3ccccn3)ccc12 (stereo not drawn),-5%,1,-3%,5,3%,-3%,2%,24,-11%,1
COc1cccc(C(=O)NC2CCCc3c2cnn3-c2cc(C)cc(C)c2)c1 (stereo not drawn),1%,.,-7%,7,1%,2%,4%,17,4%,6
COc1ccccc1N1CCN(S(=O)(=O)CCNC(=O)CCCc2ccccc2)CC1,-6%,.,.,-11,-6%,1%,.,6,16%,-5
O=C(N/N=C/c1ccccc1C(=O)O)c1cccc(S(=O)(=O)N2CCCCC2)c1,-3%,.,.,-30,3%,7%,.,6,3%,-8
CC(C)(Oc1ccc(Cl)cc1)C(=O)N(Cc1ccccc1)c1ccccn1,-3%[46.1 µM],-4,1%,-4,5%,0%,-3%,15,9%,1
COc1ccc(CCNC(=O)C(=O)c2cn(CC(=O)N3CCOCC3)c3ccccc23)cc1OC,11%,0,-2%,9,?,-1%,25%,-20,-2%,-2
CCOc1ccc(NC(=S)NC(=O)c2c(Cl)cnn2CC)c([N+](=O)[O-])c1,-2%[46.1 µM],-1,3%,-6,-1%,-6%,5%,-27,3%,-2
Cc1ccc(S(=O)(=O)N/N=C\c2cc3c(cc2[N+](=O)[O-])OCO3)cc1,7%,1,1%,4,9%,-5%,-9%,-6,3%,-5
OCCN1CCN(c2nc(N3CCCCC3)nc(N3CCCCC3)n2)CC1,-2%,3,0%,6,?,-1%,10%,12,-10%,11
CC(=O)c1cccc(NC(=O)C2CC(=O)N(c3cccc(C)c3C)C2)c1 (stereo not drawn),-6%,0,1%,-7,-3%,-1%,12%,10,2%,-16
Cc1cc2nc(C)n(CCCNC(=O)Nc3ccccc3)c2cc1C,2%,-1,-3%,-9,?,0%,13%,4,4%,10
CCc1ccc(OCC(=O)N/N=C(\C)c2ccc(OC(F)F)cc2)cc1,2%[46.1 µM],0,1%,-5,-6%,-2%,-1%,16,-7%,-4
O=C(C[n+]1ccc(/C=N/O)cc1)N(Cc1ccccc1)Cc1ccccc1,2%,0,0%,-3,?,-5%,1%,7,6%,2
COc1ccccc1-c1c(C)c(C)nc(N)c1C#N,-3%,-7,1%,-15,2%,3%,-1%,18,-14%,-7
COc1ccc(NC(=O)c2cc(-c3cccc(OC)c3)on2)cc1,5%,0,-1%,-11,?,-2%,3%,-1,-2%,-2
O=C(Cn1cc2c(n1)CCCCC2)NC1CCN(Cc2ccccc2)CC1,-4%,-2,2%,5,1%,?,4%,-20,2%,10
COc1cccc(NC=C2C(=O)OC3(CCCCC3)OC2=O)c1,2%,1,0%,-4,0%,-1%,0%,-4,-2%,-2
Cc1ccc(S(=O)(=O)/N=C(/Nc2c(C)cccc2C)c2ccccc2)cc1,-2%,.,.,.,2%,-14%,.,3,8%,-8
O=C(N/N=C1\NC(=O)C(CO)(CO)S1)c1ccccc1,-3%,-1,-2%,-7,-4%,3%,4%,2,8%,18
CCOC(=O)c1c(NC(=O)COC(=O)C2CCC2)sc(C(=O)N(C)C)c1C,-5%,.,.,-10,?,0%,.,-11,5%,-3
COc1cccc(NC(=O)CN2C(=O)NC3(CCCc4ccccc43)C2=O)c1 (stereo not drawn),3%,.,.,18,1%,1%,.,9,14%,-3
